ATG4B inhibitor: blocks human ATG4B protease cleavage of LC3 substrate | Q9Y4P1 | ATG4B cleavage of LC3-PLA2, NBD-HPC fluorescence, 1 h | inhibition, % at 8.33 µM | hit rate 0.51% among 340,000; in the data active means inhibition above about 40%
Target sequence (Q9Y4P1 whole entry, looked up): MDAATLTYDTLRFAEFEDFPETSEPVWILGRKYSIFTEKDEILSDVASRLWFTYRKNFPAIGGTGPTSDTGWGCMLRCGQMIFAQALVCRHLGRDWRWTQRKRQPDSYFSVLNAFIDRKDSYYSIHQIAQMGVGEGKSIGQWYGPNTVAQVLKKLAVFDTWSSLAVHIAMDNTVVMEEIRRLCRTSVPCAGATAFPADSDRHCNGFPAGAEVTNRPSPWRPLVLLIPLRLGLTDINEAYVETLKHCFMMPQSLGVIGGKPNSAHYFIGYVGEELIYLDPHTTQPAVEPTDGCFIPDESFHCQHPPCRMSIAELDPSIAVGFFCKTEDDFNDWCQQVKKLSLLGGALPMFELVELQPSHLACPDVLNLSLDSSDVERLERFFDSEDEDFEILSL
GRIN3A LBD mod: modulators (binders) of human NR3A ligand-binding domain; hit rate 2.5% among 340,000; Tm shift relative to glycine control, % at 25 µM; NR3A LBD differential scanning fluorimetry, Tm shift; 0% = protein alone, 100% = glycine-bound protein;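 active means melting temperature shift of at least 10% of the positive control shift, at one fixed dose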
SENP1 FRET inh: blocks the human SENP1 SUMO protease catalytic domain | hit rate 0.21% among 360,000 | Q9P0U3 | recombinant SENP1 catalytic domain, CyPet-SUMO1-YPet FRET cleavage | inhibition, % at 10 µM;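 active means inhibition at least 30% at 10 µM, raw YFP signal under a set limit, fluorescence ratio 0.5 to 1.5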;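 further: 0% = enzyme with DMSO and 100% = no enzyme wells; some results filed as inactive read as strong as hits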
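Material – human SENP1 catalytic domain · Input – SENP1 enzyme, 20 pM final · Compound dosing – single concentration of 10 µM compound, 0.5% DMSO final · Timing – enzyme reaction for 50 min at room temperature, dark · Measured by – FRET fluorescence in CFP and YFP emission channels · Control set – no-enzyme wells low, DMSO-plus-enzyme wells high control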
MPTP inh: permeability transition pore inhibition. isolated mouse mitochondria, Ca2+ swelling absorbance, 30 min. hit rate 1.4% among 360,000. AID 602449. inhibition, % at 10 µM;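 active means inhibition of 50% or more, scaled per plate between neutral and stimulator controls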;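 further: 0% = DMSO wells given calcium and 100% = 1 mM EGTA wells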
SENP8 inh: blocks human SENP8 cleavage of Nedd8 substrate. inhibition, % at 20 µM. AID 602440. recombinant SENP8, Nedd8 substrate fluorescence. hit rate 0.64% among 360,000. Q96LD8; in the data active means inhibition mostly above about 40%, no sharp cut-off; inactive means mostly below about 27%
SENP6 block: inhibitors of human SENP6 protease; Recombinant SENP6 catalytic domain, aminoluciferin luminescence; inhibition, % at 10 µM; hit rate 1.8% among 330,000;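 active means inhibition above about 50% at the single tested dose, limit read from the data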;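 further: plate controls were DMSO wells with enzyme for no effect and DMSO wells lacking enzyme for full effect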
hIAP activ: human IAP activation. activation factor at 10 µM. purified human IAP, CDP-Star luminescence, 30 min; stronger effect = higher value; 1 = vehicle-only enzyme, 0 = enzyme-free background. hit rate 0.16% among 330,000. AID 2524;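 active means activation factor of the enzyme at least 2-fold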; further: the source names both 10 and 20 µM as test concentration; values of inactives mirror those of a sister screen read the other way
Target sequence (P09923 whole entry, looked up): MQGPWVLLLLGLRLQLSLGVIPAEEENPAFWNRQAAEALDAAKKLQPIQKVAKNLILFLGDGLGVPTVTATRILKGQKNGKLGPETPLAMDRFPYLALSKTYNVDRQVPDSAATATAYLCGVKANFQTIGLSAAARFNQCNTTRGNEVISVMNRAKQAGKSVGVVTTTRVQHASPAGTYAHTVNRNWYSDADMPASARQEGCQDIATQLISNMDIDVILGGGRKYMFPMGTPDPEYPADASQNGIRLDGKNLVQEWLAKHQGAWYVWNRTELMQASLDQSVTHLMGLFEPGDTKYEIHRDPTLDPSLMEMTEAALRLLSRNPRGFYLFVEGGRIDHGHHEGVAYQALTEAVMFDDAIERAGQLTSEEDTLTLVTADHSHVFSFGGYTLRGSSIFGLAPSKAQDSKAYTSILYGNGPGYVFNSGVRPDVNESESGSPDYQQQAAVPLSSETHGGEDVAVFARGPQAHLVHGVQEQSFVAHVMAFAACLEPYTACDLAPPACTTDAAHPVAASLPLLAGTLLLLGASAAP
PfGluPho inh: PfG6PD (Plasmodium falciparum) enzyme inhibition. PfGluPho enzyme, NADPH resazurin-diaphorase fluorescence. inhibition, % at 20 µM. hit rate 0.78% among 350,000. AID 504690;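 active means inhibition reaching at least a set limit at 20 µM in the primary screen, cut at about 59% in these data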;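 further: 0% = DMSO wells with substrate and 100% = DMSO wells lacking glucose-6-phosphate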
The depositor's hits bear a star.

Screening CCCCn1c(NC(=O)CC)c(C#N)c2nc3ccccc3nc21 returned ATG4B inhibitor 1, GRIN3A LBD mod 0, SENP1 FRET inh -99, MPTP inh -0.5, SENP8 inh -343, SENP6 block 8, hIAP activ 0.89 and PfGluPho inh 41.
`Cc1ccc(CC2CC(=O)N(c3ccc4c(c3)OCCO4)C2=O)cc1` (stereo not given) gave ATG4B inhibitor -15, GRIN3A LBD mod 0, SENP1 FRET inh 4, MPTP inh -0.7, SENP8 inh 11, SENP6 block 2, hIAP activ 1.1 and PfGluPho inh 5.
For COc1ccc(CNC(=O)CCc2c[nH]c3ccccc23)cc1 the results were ATG4B inhibitor -11, GRIN3A LBD mod 7, SENP1 FRET inh 0, MPTP inh 0.5, SENP8 inh 10, SENP6 block -36, hIAP activ 1.3 and PfGluPho inh 5.
For C[C@@H]1CN([C@@H](C)CO)C(=O)CCCn2nncc2CO[C@@H]1CN(C)C(=O)Nc1cccc(Oc2ccccn2)c1 the results were SENP1 FRET inh 1, MPTP inh -0.5, SENP8 inh 6 and PfGluPho inh -2.
Screening O=C(CN1C(=O)NC2(CCc3ccccc32)C1=O)c1cccs1 (stereo not given) returned ATG4B inhibitor -3, GRIN3A LBD mod 1, SENP1 FRET inh -16, MPTP inh 0.2, SENP8 inh 7, SENP6 block 8, hIAP activ 0.79 and PfGluPho inh 0.
CN(C(=O)COC(=O)c1ccc(Cl)cc1N)C1CCS(=O)(=O)C1 (stereo not given) was read as ATG4B inhibitor -1, GRIN3A LBD mod -1, SENP1 FRET inh 1, MPTP inh -0.2, SENP8 inh -390, SENP6 block 2, hIAP activ 1 and PfGluPho inh -13.
`Cc1nn(C)c(C)c1S(=O)(=O)N1CCC(C(=O)NCC2COc3ccccc3O2)CC1` (stereo not given) gave ATG4B inhibitor -4, GRIN3A LBD mod 2, SENP1 FRET inh 1, MPTP inh -2.0, SENP8 inh -5, SENP6 block 10, hIAP activ 0.95 and PfGluPho inh 0.
CCOC(=O)N1CCN(C(=O)CCNS(=O)(=O)c2ccccc2)CC1 was read as ATG4B inhibitor 1, GRIN3A LBD mod 1, SENP1 FRET inh 3, MPTP inh -0.4, SENP8 inh -7, SENP6 block -5, hIAP activ 1.1 and PfGluPho inh -3.
CC(C)=C1C2CCC1C1C(=O)N(NC(=O)COc3ccc(C(C)(C)C)cc3)C(=O)C21 (stereo not given) was read as ATG4B inhibitor -14, GRIN3A LBD mod -2, SENP1 FRET inh 3, MPTP inh 0.6, SENP8 inh 18, SENP6 block -6, hIAP activ 0.86 and PfGluPho inh -13.
For CCOC(=O)C(/C=C(\C#N)C(=O)OCC)=C(/N)N1CCN(c2ccc(Cl)cc2)CC1 the results were ATG4B inhibitor -6, GRIN3A LBD mod -1, SENP1 FRET inh -4, MPTP inh -8.3, SENP8 inh 46*, SENP6 block -7, hIAP activ 0.97 and PfGluPho inh 3.
Screening CC1=C(C(=O)Nc2ccccc2)C(c2ccccc2[N+](=O)[O-])NC(=O)N1 (stereo not given) returned ATG4B inhibitor 1, GRIN3A LBD mod 0, SENP1 FRET inh -18, MPTP inh 0.2, SENP8 inh -392, SENP6 block 12, hIAP activ 1.3 and PfGluPho inh 1.
`CC(C)NC(=O)C1CCN(C2CCN(Cc3nc4ccccc4s3)CC2)CC1` gave ATG4B inhibitor -2, GRIN3A LBD mod -2, SENP1 FRET inh 3, MPTP inh -1.8, SENP8 inh 10, SENP6 block 14, hIAP activ 1 and PfGluPho inh 0.
Screening COc1ccc(C(=O)C2CCCN(C(=O)c3cccnc3SC)C2)c(C)c1 (stereo not given) returned ATG4B inhibitor -6, GRIN3A LBD mod -3, SENP1 FRET inh 2, MPTP inh 0.8, SENP8 inh 6, SENP6 block -33, hIAP activ 1.3 and PfGluPho inh -8.
Screening Cc1cc(C)c(S(=O)(=O)NCC(=O)O)cc1C returned ATG4B inhibitor 0, GRIN3A LBD mod 1, SENP1 FRET inh 1, MPTP inh -0.7, SENP8 inh 19, SENP6 block 14, hIAP activ 1.2 and PfGluPho inh -15.
For CCN(CC(=O)Nc1c(F)cccc1F)C(=O)CCCc1nc2ccccc2c(=O)[nH]1 the results were ATG4B inhibitor 6, GRIN3A LBD mod -2, SENP1 FRET inh -1, MPTP inh -0.1, SENP8 inh 20, SENP6 block -13, hIAP activ 0.93 and PfGluPho inh -5.

Filtered by structure: those above containing an NH in an aromatic ring
For COc1ccc(CNC(=O)CCc2c[nH]c3ccccc23)cc1 the results were ATG4B inhibitor -11, GRIN3A LBD mod 7, SENP1 FRET inh 0, MPTP inh 0.5, SENP8 inh 10, SENP6 block -36, hIAP activ 1.3 and PfGluPho inh 5.
For CCN(CC(=O)Nc1c(F)cccc1F)C(=O)CCCc1nc2ccccc2c(=O)[nH]1 the results were ATG4B inhibitor 6, GRIN3A LBD mod -2, SENP1 FRET inh -1, MPTP inh -0.1, SENP8 inh 20, SENP6 block -13, hIAP activ 0.93 and PfGluPho inh -5.

Continued.
Screening CN(C)c1ccc(CSc2ccccc2)cc1 returned ATG4B inhibitor 11, GRIN3A LBD mod -1, SENP1 FRET inh 1, MPTP inh 0.9, SENP8 inh 22 and PfGluPho inh -4.
For Cc1cc(C(=O)N/N=C/c2ccccn2)c2ccccc2n1 the results were ATG4B inhibitor 1, GRIN3A LBD mod 3, SENP1 FRET inh 2, MPTP inh -1.7, SENP8 inh 4, SENP6 block 31, hIAP activ 0.89 and PfGluPho inh 1.
For Cn1c(N2CCN(C(c3ccccc3)c3ccccc3)CC2)nc2ccccc21 the results were ATG4B inhibitor 11, GRIN3A LBD mod 0, SENP1 FRET inh -1, MPTP inh -0.4, SENP8 inh 22, SENP6 block -17, hIAP activ 1.2 and PfGluPho inh -13.
For CCNc1ccc(N=Nc2c(C)n(C)n(-c3ccccc3)c2=O)cc1 the results were ATG4B inhibitor 0, GRIN3A LBD mod -2, SENP1 FRET inh 25, MPTP inh -0.3, SENP8 inh 24, SENP6 block -7, hIAP activ 0.96 and PfGluPho inh -4.
`CC(=O)N1CCC2(CC1)NC(=O)N(c1ccccc1)N2` gave ATG4B inhibitor 1, GRIN3A LBD mod -1, SENP1 FRET inh 2, MPTP inh -0.3, SENP8 inh 22, SENP6 block -9, hIAP activ 0.9 and PfGluPho inh 4.
O=C(NCCCn1ccnc1)c1cc(-c2cccc(O)c2)on1 was read as ATG4B inhibitor -7, GRIN3A LBD mod 0, SENP1 FRET inh 3, MPTP inh 0.9, SENP8 inh 8, SENP6 block -8, hIAP activ 0.93 and PfGluPho inh -15.
For O=C(c1ccc(Cl)c(S(=O)(=O)NCc2cccnc2)c1)N1CCCC1 the results were ATG4B inhibitor 7, GRIN3A LBD mod -3, SENP1 FRET inh 0, MPTP inh -1.6, SENP8 inh 7, SENP6 block -8, hIAP activ 1 and PfGluPho inh -8.
Screening COc1ccc(/C(C)=N/NC(=O)CNC(=O)c2ccco2)c(OC)c1 returned ATG4B inhibitor -6, GRIN3A LBD mod 1, SENP1 FRET inh 2, MPTP inh -2.7, SENP8 inh 9, SENP6 block 6, hIAP activ 1.1 and PfGluPho inh 3.
`CCC(CC)NC(=O)CSc1nnc(-c2c[nH]c3ccccc23)o1` gave ATG4B inhibitor -6, GRIN3A LBD mod 2, SENP1 FRET inh 3, MPTP inh 1.9, SENP8 inh 17, SENP6 block -2, hIAP activ 0.91 and PfGluPho inh 8.
`CCCNS(=O)(=O)c1ccc(CCC(=O)NCc2cccnc2)cc1` gave ATG4B inhibitor -12, GRIN3A LBD mod 2, SENP1 FRET inh 1, MPTP inh -0.5, SENP8 inh 23, SENP6 block -17, hIAP activ 0.91 and PfGluPho inh -3.
For Cc1ccc(C(=O)Nc2nnc(Cc3ccccc3)s2)cc1 the results were ATG4B inhibitor 7, GRIN3A LBD mod 0, SENP1 FRET inh 2, MPTP inh 0.4, SENP8 inh 15, SENP6 block -10, hIAP activ 0.96 and PfGluPho inh -18.
Screening C=CCN(CC(=O)Nc1c(C)cccc1CC)C(=O)SCCC returned ATG4B inhibitor -10, GRIN3A LBD mod -1, SENP1 FRET inh 0, MPTP inh -9.5, SENP8 inh 19, SENP6 block 1, hIAP activ 1.2 and PfGluPho inh -15.
`Cc1cccn2c(=O)c(/C=N/O)c(N3CCOCC3)nc12` gave ATG4B inhibitor 2, GRIN3A LBD mod -2, SENP1 FRET inh 2, MPTP inh -0.2, SENP8 inh -15, SENP6 block -1, hIAP activ 1.1 and PfGluPho inh -6.
Screening COC(=O)C1=C(C)NC(=O)/C1=C\c1cc(C)n(-c2ccccc2)c1C returned ATG4B inhibitor -15, GRIN3A LBD mod 2, SENP1 FRET inh 1, MPTP inh 0.7, SENP8 inh 2, SENP6 block 1, hIAP activ 1.1 and PfGluPho inh 33.
For COc1ccc(S(=O)(=O)CCC(=O)N2c3ccccc3CC2C)cc1 (stereo not given) the results were ATG4B inhibitor 1, GRIN3A LBD mod 0, SENP1 FRET inh 2, MPTP inh -2.1, SENP8 inh 20, SENP6 block -19, hIAP activ 1.1 and PfGluPho inh 3.
For COc1ccc(Cl)cc1N(CC(=O)NC1CC1)S(=O)(=O)c1ccc(C)c([N+](=O)[O-])c1 the results were ATG4B inhibitor -4, GRIN3A LBD mod 9, SENP1 FRET inh -1, MPTP inh 0.3, SENP8 inh 11, SENP6 block -12, hIAP activ 0.91 and PfGluPho inh -10.
CC1=CC(=O)C=C(C)C1=NOS(=O)(=O)c1ccccc1 was read as ATG4B inhibitor -2, GRIN3A LBD mod -1, SENP1 FRET inh 4, MPTP inh 103*, SENP8 inh 24 and PfGluPho inh 112*.
`COc1ccc(C(=O)c2c(C)c3cc(C)ccc3n2CC(O)CN2CCOCC2)cc1` (stereo not given) gave ATG4B inhibitor -3, GRIN3A LBD mod -1, SENP1 FRET inh 1, MPTP inh -0.9, SENP8 inh 6, SENP6 block -8, hIAP activ 1.2 and PfGluPho inh 16.
Cc1c(Br)c([N+](=O)[O-])nn1CC(=O)N1CCc2ccccc21 was read as ATG4B inhibitor 4, GRIN3A LBD mod -2, SENP1 FRET inh -1, MPTP inh 2.2, SENP8 inh 32, SENP6 block -7, hIAP activ 1.1 and PfGluPho inh 17.
For O=C(C1CCN(Cc2ccccc2O)CC1)N1CCN(Cc2ccc3c(c2)OCO3)CC1 the results were ATG4B inhibitor 0, GRIN3A LBD mod 1, SENP1 FRET inh 1, MPTP inh -0.5, SENP8 inh 14, SENP6 block -9, hIAP activ 1.2 and PfGluPho inh -10.
`COC(=O)[C@H](Cc1ccccc1)NC(=O)Cn1ccc(NC(=O)OCc2ccccc2)nc1=O` gave ATG4B inhibitor -11, GRIN3A LBD mod 1, SENP1 FRET inh 0, MPTP inh -1.8, SENP8 inh 10, SENP6 block 4, hIAP activ 1.1 and PfGluPho inh -3.
Cc1noc(C)c1C(=O)Nc1cc(Cl)ccc1N1CCOCC1 was read as ATG4B inhibitor 4, GRIN3A LBD mod -2, SENP1 FRET inh 1, MPTP inh -0.1, SENP8 inh -7, SENP6 block 10, hIAP activ 1.1 and PfGluPho inh -17.
`COc1ccc2oc(C(=O)N3CCN(C/C=C/c4ccccc4)CC3)c(C)c2c1` gave ATG4B inhibitor -19, GRIN3A LBD mod -3, SENP1 FRET inh -1, MPTP inh 2.2, SENP8 inh -20, SENP6 block -12, hIAP activ 0.99 and PfGluPho inh 4.
CCOC(=O)C1=C(c2ccccc2)NC(=O)NC1c1cc(OCC)c(O)c([N+](=O)[O-])c1 (stereo not given) was read as ATG4B inhibitor 0, GRIN3A LBD mod -1, SENP1 FRET inh -2, MPTP inh 0.7, SENP8 inh 17, SENP6 block -19, hIAP activ 0.91 and PfGluPho inh 4.
For CCOC(=O)c1ccc2c(c1)[nH]c(=S)n2CC the results were ATG4B inhibitor -6, GRIN3A LBD mod 0, SENP1 FRET inh 0, MPTP inh -0.4, SENP8 inh -1, SENP6 block -17, hIAP activ 1 and PfGluPho inh 33.

Screening results deposited in PubChem by Sanford-Burnham Center for Chemical Genomics.
